Tau fluor cs: counter-screen for tau fibril formation inhibitors | tau K18 P301L Alexa594 fluorescence, heparin fibrillization | Potency, µM (highest dose often 57.7 µM), for the others: at the top dose activity change, negative = decrease | actives 0.93% (n = 280,000); note: % is set by controls: 0 for no effect and ±100 for the full control effect; nearly all actives have a fitted effect of over 55% in size
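Human K18 P301L tau (15 uM unlabeled plus 0.24 uM Alexa 594-labeled, final) in 100 mM sodium acetate pH 7 was mixed with compound and 20 uM heparin and incubated 6 hr at 37 C.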
Tau fibril FP: tau fibrillization inhibition (FP). actives 0.39% (n = 280,000). P10636. K18 P301L tau heparin fibrillization, Alexa594 FP, 6 h. Potency, µM (top dose mostly 57.7 µM), for the others: top-dose activity, negative = inhibition, usual class: inhibitors. AID 1468; note: % is set by controls: 0 for no effect and ±100 for the full control effect; nearly all actives have a fitted effect of over 55% in size
Target sequence (P10636 561-689 P618L limits assumed): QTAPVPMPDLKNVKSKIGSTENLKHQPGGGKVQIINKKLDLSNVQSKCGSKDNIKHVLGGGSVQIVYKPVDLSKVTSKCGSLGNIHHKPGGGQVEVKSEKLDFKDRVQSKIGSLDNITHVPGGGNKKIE
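Steps: dispense K18 P301L tau (15 uM plus 0.24 uM Alexa 594 tracer, final) in pH 7 sodium acetate; add compound; add heparin (20 uM final); incubate 6 hr, 37 C; add ThT (30 uM final); after 1 hr ambient, read FP.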
TRb-SRC2 inh: inhibitors of human thyroid hormone receptor beta-SRC2 interaction | Potency, µM (doses to about 106 µM), without a hit: at the top dose activity change, negative = inhibition, most hits filed as inhibitors | actives 0.065% (n = 280,000) | P10828 | TRbeta-SRC2 peptide binding, fluorescence polarization; receptor liganded with 1 µM T3;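 note: plate controls were bound peptide for no effect and peptide without receptor for full effect; nearly all actives have a fitted effect of over 50% in size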
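Fluorescence polarization of 20 nM Texas Red SRC2 peptide with 0.6 uM human TRb ligand-binding domain, in Tris buffer with 1uM T3 and 5% DMSO. Incubated 5 hr ambient; normalized to unbound and bound controls.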
HTT cytoprotect: cytoprotection in Huntington HTT-Q103 PC12 cell model. PC12 HTT-Q103 induced, cytoprotection, ATP luminescence, 40 h. Potency, µM (series often up to 56.4 µM), for inactives: cytoprotection (ATP increase), usual class: activators. actives 0.14% (n = 230,000);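 note: % of control where 0% means no effect; nearly all actives have a fitted effect of over 45% in size; toxic huntingtin expression switched on by the ecdysone agonist tebufenozide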
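PC12 cells with ecdysone-inducible HTT exon 1 Q103-GFP, induced with 100 nM tebufenozide and co-treated with library compounds in a dose series (1536-well, 1500 cells/well). Cytoprotection read as ATP content by ATPlite luminescence.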
Tau fibril ThT: inhibitors of human tau fibril formation, thioflavin T binding; actives 2.1% (n = 270,000); AID 1460; recombinant tau K18 P301L, heparin-induced fibrillization, ThT fluorescence; Potency, µM (titrated, usually from 57.4 µM), for inactives: at the highest dose activity, negative = inhibition, most hits filed as inhibitors; note: % is set by controls: 0 for no effect and ±100 for the full control effect; nearly all actives have a fitted effect of over 55% in size
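Fibril formation assay: tau K18 P301L at 15 uM with trace Alexa 594 label, heparin inducer 20 uM, pH 7 sodium acetate buffer, 37 C for 6 hr; endpoint ThT signal.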
TexasRed fluor: counter-screen for TRb-SRC2 inhibitors: fluorescence interference; actives 0.29% (n = 280,000); Potency, µM (series often up to 106 µM), for the others: top-dose fluorescence change, negative = quenching; AID 1479; TRb/SRC2 Texas Red total fluorescence interference; active = well fitted curve in either direction with a large enough effect; inconclusive = small, poorly fitted or top-dose-only effect; note: % is set by controls: 0 for no effect and ±100 for the full control effect
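Human TRβ ligand-binding domain (0.6 uM) and Texas Red SRC2 peptide (20 nM) in Tris buffer with 1 uM T3 and 5% DMSO were incubated with pinned compound for 5 hr at ambient temperature. Total fluorescence was computed as S + 2P (555/632 nm).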
L3MBTL1 block: L3MBTL1 (human) inhibition | AID 485360 | Potency, µM (top dose mostly 57.1 µM), inactives show top-dose activity, negative = inhibition, actives largely listed as inhibitors | actives 0.66% (n = 230,000) | AlphaScreen L3MBTL1–H3K9me1 peptide binding; note: % is set by controls: 0 for no effect and ±100 for the full control effect; nearly all actives have a fitted effect of over 60% in size
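L3MBTL1 50 nM + b-AHA-H3(1-15)K9me1 75 nM, 30 min RT; compound added, 30 min RT; streptavidin donor/Ni-chelate acceptor beads 10 ug/mL each final, 30 min RT dark; AlphaScreen read.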
RECQ1 helicase: inhibitors of human RECQ1 DNA helicase | P46063 | RECQ1 DNA unwinding, red fluorescence kinetic read | Potency, µM (doses to about 57.3 µM), for inactives: at the top dose activity, negative = inhibition, hits mostly inhibitors | actives 0.54% (n = 240,000) | AID 2549;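 note: plate controls were vehicle for no effect and no enzyme for full effect; nearly all actives have a fitted effect of over 30% in size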
Target sequence (P46063 whole entry, looked up): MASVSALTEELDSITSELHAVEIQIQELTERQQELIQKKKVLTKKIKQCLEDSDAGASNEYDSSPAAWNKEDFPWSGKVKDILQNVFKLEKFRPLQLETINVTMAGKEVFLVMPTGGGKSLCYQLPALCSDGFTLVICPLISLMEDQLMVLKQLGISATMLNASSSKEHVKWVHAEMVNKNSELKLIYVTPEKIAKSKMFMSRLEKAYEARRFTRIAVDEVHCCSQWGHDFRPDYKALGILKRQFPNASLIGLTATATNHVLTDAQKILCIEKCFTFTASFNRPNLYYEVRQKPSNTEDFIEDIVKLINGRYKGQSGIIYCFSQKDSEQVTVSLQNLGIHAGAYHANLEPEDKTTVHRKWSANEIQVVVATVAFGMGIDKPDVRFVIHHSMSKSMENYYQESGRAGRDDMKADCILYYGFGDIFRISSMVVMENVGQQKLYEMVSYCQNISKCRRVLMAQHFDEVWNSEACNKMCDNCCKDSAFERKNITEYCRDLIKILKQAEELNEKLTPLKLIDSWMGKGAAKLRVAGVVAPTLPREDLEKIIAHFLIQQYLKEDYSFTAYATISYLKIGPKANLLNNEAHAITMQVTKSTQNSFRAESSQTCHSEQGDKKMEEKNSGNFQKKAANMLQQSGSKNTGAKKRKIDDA
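50 nM RECQ1T1 preincubated 15 min with compound in Tris pH 8.0 buffer with MgCl2, DTT, Tween-20 and 2.5 ug/ml poly(dI-dC); started with 200 nM TAMRA/BHQ-2 forked duplex and 2 mM ATP. Unwinding read as fluorescence (525/598 nm), two reads 2 h apart.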
* marks the source's active call; other numbers are inactive results; i = inactive; ? = inconclusive; . = not tested or not shown; & = joins results of further samples; [ ] = remark or other dose. Unless noted, calls come from the whole dose curve; as a rule, active = well fitted curve in the direction sought with a large enough effect; inconclusive = small, poorly fitted or top-dose-only effect, or another doubt; inactive = no such curve, though single readings can be large; an effect the other way counts as inactive or inconclusive. Potency is the fitted concentration of half-maximal effect. Some of the compounds tested. The share of hits here may be higher or lower than overall.

(1) CCOc1ccc(NC(=O)CCc2c(C)nc3nc(C)nn3c2C)cc1
(2) Cc1ccc(-c2nc(CS(=O)CC(=O)NCCN3CCCC3)c(C)o2)cc1 (configuration not stated)
(3) Cc1cc(-c2nc3ncccc3o2)ccc1NC(=O)COc1ccccc1C
(4) Cn1c(=O)c(=O)n(C)c2cc(S(=O)(=O)N3CCCC3C(=O)NCc3ccco3)ccc21 (configuration not stated)
(5) Cc1ccccc1CSc1nc2cccnc2n1Cc1ccc(C(=O)NC2CC2)cc1
(6) O=C(Nc1c(F)cc(F)cc1Br)C1CCCO1 (configuration not stated)
compound no.	1	2	3	4	5	6
Tau fluor cs	-8%	-9%	-4%	-19%	-13%	5%
Tau fibril FP	0%	6%	0%	9%	6%	9%
TRb-SRC2 inh	-7%	-2%	7%	4%	3%	2%
HTT cytoprotect	.	-15%	.	-3%[10 µM]	.	10%[1.9 µM]
Tau fibril ThT	-4%	-19%	?	.	-2%	-2%
TexasRed fluor	-4%	3%	-5%	-4%	-1%	-4%
L3MBTL1 block	.	.	.	.	.	-9%
RECQ1 helicase	.	-4%	.	-16%	.	-2%

(7) CC(=O)NC1=NN(C(C)=O)C(c2sccc2C)S1 (configuration not stated)
(8) CCC(C)[C@H](NC(=O)OC(C)(C)C)C(=O)N/N=C/c1cccc2nccnc12 (some centres not stated)
(9) Cc1cccc2sc(NC(=O)CCn3cccc3)nc12
(10) Cc1c(C)c2c(cc(C)c3c(-c4ccccc4)coc32)oc1=O
(11) CC(C)N1C(=S)SC(C)(C)C1n1oc(=O)n(-c2ccc(Cl)c(Cl)c2)c1=O (configuration not stated)
(12) CC1CCN(C(=O)C(NS(=O)(=O)c2cccc3nsnc23)c2ccccc2)CC1 (configuration not stated)
compound no.	7	8	9	10	11	12
Tau fluor cs	-8%	-8%	-19%	-10%	4%	-8%
Tau fibril FP	-6%	8%	-12%	2%	4%	-3%
TRb-SRC2 inh	2%	7%	3%	-1%	-2%	1%
HTT cytoprotect	6%	6%	-17%	.	7%[10 µM]	24%
Tau fibril ThT	-8%	-11%	-2%	-18%	-7%	-14%
TexasRed fluor	-3%	0%	-1%	?	0%	-3%
L3MBTL1 block	.	.	.	.	2%	-1%
RECQ1 helicase	-6%	0%	-6%	.	0%	-5%

(13) O=C1COc2ccc(-c3csc(=Nc4ccc(OC(F)F)cc4)n3CC3CCCO3)cc2N1 (configuration not stated)
(14) Cc1ccc(-c2noc(-c3cccnc3NCc3ccc(Cl)cc3)n2)cc1
(15) Cc1ccc(C)c(N2CCN(C(=O)c3cc(S(=O)(=O)N4CCCCCC4)cn3C)CC2)c1
(16) O=C(OCc1ccccc1F)c1ccc2c(c1)OCCO2
(17) O=c1[nH]c(SCc2nc3ccccc3n2Cc2ccccc2)nc2ccccc12
(18) CC(Oc1ccccc1)c1ccnn1S(=O)(=O)c1ccccc1 (configuration not stated)
compound no.	13	14	15	16	17	18
Tau fluor cs	?	-22%	-11%	-23%	-1%	-10%
Tau fibril FP	11%	-10%	-1%	-10%	-1%	0%
TRb-SRC2 inh	3%	5%	2%	-12%	9%	-10%
HTT cytoprotect	-35%	.	.	-25%[1.9 µM]	-2%	1%
Tau fibril ThT	?	-16%	-13%	-15%	10%	-6%
TexasRed fluor	0%	1%	-8%	-3%	-2%	-4%
L3MBTL1 block	-21%	.	.	45%[activator]	.	12%
RECQ1 helicase	?	.	.	-7%	0%	-8%

(19) C=CCN1C(=S)N[C@@H]2CS(=O)(=O)C[C@@H]21
(20) CC(=O)Nc1nc2ccc(NC(=O)c3ccco3)cc2s1
(21) c1ccc(CCNc2ccc3nncn3n2)cc1
(22) COc1ccccc1N1CCN(C(=O)c2cn(CC(C)C)c(=O)c3c2c2ccccc2n3C)CC1
(23) CCOC(=O)N/N=C/c1cn(Cc2ccc(F)cc2)c2ccccc12
(24) Cc1ccc(S(=O)(=O)NCC(=O)NCC(=O)N2CCN(c3ncccn3)CC2)cc1C
compound no.	19	20	21	22	23	24
Tau fluor cs	-18%	1%	15%	-16%	-11%	-6%
Tau fibril FP	-10%	-2%	1%	3%	8%	0%
TRb-SRC2 inh	8%	9%	-10%	2%	8%	-3%
HTT cytoprotect	11%[10 µM]	-15%	-1%	.	-15%[10 µM]	33%[10 µM]
Tau fibril ThT	-11%	-5%	18%	-18%	.	-10%
TexasRed fluor	2%	-1%	-8%	5%	-2%	1%
L3MBTL1 block	2%	.	5%	.	.	-9%
RECQ1 helicase	-3%	-2%	-13%	.	-5%	-3%

(25) CCOC(=O)c1c(C)sc(-c2c(-c3ccc(OC)c(F)c3)[nH]c3c2c(=O)[nH]c(=O)n3C)c1O
(26) CCCCC(=O)NC(c1cccs1)c1cc(Cl)c2cccnc2c1O (configuration not stated)
(27) CC(=O)c1ccc(N2CCN(C(=O)c3cc(-c4cccnc4)nc4ccc(Br)cc34)CC2)cc1
(28) CC(C)C(=O)N1CCC2(CC1)Oc1ccc(F)cc1C(=O)C21CC(c2cccnc2)=NO1 (configuration not stated)
(29) COc1cccc(C(=O)Nc2cccc(C(C)=O)c2)c1
(30) COc1ccccc1NC(=O)/C=C/c1ccc(OC)c(S(=O)(=O)N2CCOCC2)c1
compound no.	25	26	27	28	29	30
Tau fluor cs	13µM*[quencher]	-20%	-6%	10%	10%	-12%
Tau fibril FP	13%	-4%	4%	-2%	5%	11%
TRb-SRC2 inh	8%	1%	-7%	-3%	4%	-6%
HTT cytoprotect	.	-57%[inhibitor][10 µM]	-8%[10 µM]	3%[10 µM]	.	-23%[10 µM]
Tau fibril ThT	?	-17%	-7%	4%	9%	-2%
TexasRed fluor	8%	-2%	-2%	-2%	-2%	-7%
L3MBTL1 block	.	5%	-4%	.	-4%	-15%
RECQ1 helicase	.	i	0%	i	2%	7%

(31) N=C1C(c2ccccc2)=C(O)CN1c1cccc(S(=O)(=O)NCc2ccco2)c1
(32) O=C(CSc1nc(-c2ccccc2)nc2ccc(F)cc12)Nc1cccc(C(=O)O)c1
(33) Cc1ccc(C)c(N2CCN(c3nc4ccccc4c(=O)n3-c3ccccc3)CC2)c1
(34) COc1ccccc1N1CCN(C(=O)CCNS(=O)(=O)c2ccc3c(c2)CCC(=O)N3)CC1
(35) COc1ccc(COc2cc(-c3cccc(OC)c3)nc3ccc(NC(C)=O)cc23)cc1
(36) CCOC(=O)C1C(=O)CC(C)(O)C(C(=O)OCC)C1c1ccc(Br)o1 (configuration not stated)
compound no.	31	32	33	34	35	36
Tau fluor cs	1%	8%	-18%	1%	-24%[81.3 µM]	-12%
Tau fibril FP	1%	4%	-13%	0%	?	5%
TRb-SRC2 inh	1%	2%	3%	1%	5%&-4%	-4%
HTT cytoprotect	-2%[10 µM]	11%[10 µM]	.	-2%[1.9 µM]	-83%[inhibitor]	6%[10 µM]
Tau fibril ThT	4%	.	-6%	2%	-5%[81.4 µM]	-5%
TexasRed fluor	1%	0%	-3%	-5%	3%&-8%	-7%
L3MBTL1 block	0%	.	.	5%	-3%	-5%
RECQ1 helicase	-7%	-4%	.	-14%	-2%	-15%

(37) Cc1ccc(SCC(=O)NCCN2C(=O)CSC2=O)cc1C
(38) COc1ccc([C@H]2[C@@H](C#N)[C@H](C#N)N3CCCN23)cc1
(39) COC(=O)c1cc(NC(=O)C2COc3ccccc3O2)cc(C(=O)OC)c1 (configuration not stated)
(40) COc1ccc(C(=O)C2CCCN(C(=O)CCC3=NNC(=O)CC3)C2)c(C)c1 (configuration not stated)
(41) Cc1ccc(NC(=O)CSc2nnc(CNC(=O)c3cccs3)o2)cc1
(42) O=C(CSC1=NC(=O)C(Cc2ccccc2)C(=O)N1)NC1CCCCC1 (configuration not stated)
compound no.	37	38	39	40	41	42
Tau fluor cs	-9%	3%	?	2%[2.34 µM]	-8%	-4%
Tau fibril FP	-3%	4%	-4%	-3%	-4%	3%
TRb-SRC2 inh	-21%	5%	0%	-6%	-2%	-4%
HTT cytoprotect	11%	-2%[10 µM]	22%[10 µM]	20%[10 µM]	-30%	-6%[1.9 µM]
Tau fibril ThT	-12%	8%	-22%	-5%	-5%	-15%
TexasRed fluor	-1%	0%	3%	1%	-1%	-5%
L3MBTL1 block	.	-13%	4%	1%	.	10%
RECQ1 helicase	9%	7%	-5%	i	-1%	2%

Profiles as entered above. Values in the order: Tau fluor cs | Tau fibril FP | TRb-SRC2 inh | HTT cytoprotect | Tau fibril ThT | TexasRed fluor | L3MBTL1 block | RECQ1 helicase
Cc1ccccc1CSc1nc2cccnc2n1Cc1ccc(C(=O)NC2CC2)cc1 reads -13% | 6% | 3% | . | -2% | -1% | . | .
CC(=O)NC1=NN(C(C)=O)C(c2sccc2C)S1 (configuration not stated) reads -8% | -6% | 2% | 6% | -8% | -3% | . | -6%
C=CCN1C(=S)N[C@@H]2CS(=O)(=O)C[C@@H]21 reads -18% | -10% | 8% | 11%[10 µM] | -11% | 2% | 2% | -3%

More entries follow.
(43) COc1cccc(N(CC(=O)NCC2CCCO2)C(=O)CCC(=O)Nc2nccs2)c1 (configuration not stated)
(44) COc1cc(C(=O)NCCCn2ccnc2)cc(OC)c1OC
(45) COc1ccc(N(Cc2cc3ccccc3[nH]c2=O)S(C)(=O)=O)cc1
(46) CCOC(=O)c1cc(C(=O)c2cc(Cl)ccc2O)coc1=N
(47) Cc1ccc(S(=O)(=O)N(C)C)cc1NC(=S)NC(C)CCC(C)C (configuration not stated)
compound no.	43	44	45	46	47
Tau fluor cs	-9%	5%	-4%	0%	-16%
Tau fibril FP	-3%	5%	-5%	14%	-13%
TRb-SRC2 inh	-2%	2%	-3%	2%	-2%
HTT cytoprotect	-2%[10 µM]	-10%[10 µM]	.	-4%	4%[10 µM]
Tau fibril ThT	-11%	-1%	-2%	0%	-2%
TexasRed fluor	0%	-2%	0%	-3%	0%
L3MBTL1 block	3%	10%	6%	.	2%
RECQ1 helicase	-3%	i	0%	2%	?

Screening data deposited in PubChem BioAssay by National Center for Advancing Translational Sciences (NCATS).
